Screening data from PubChem.
Mito fusion act – blocks mitochondrial division or promotes mitochondrial fusion. 320,000 compounds, 0.23% hits. S. cerevisiae fusion-defective mutant growth rescue, CellTiterGlo 48 h. Potency, µM (series often up to 46.1 µM), for the others: at the highest dose growth rescue (activation), hits mostly activators. AID 485298;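 further: potency means the concentration at half of the fitted maximal effect; % of control where 0% means no effect; nearly all actives have a fitted effect of over 45% in size; temperature-sensitive fusion mutants such as fzo1-1 at 37 °C on non-fermentable ethanol glycerol medium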
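Yeast fusion mutant, YPEG (non-fermentable carbon), compound, 48 h at 37C non-permissive; CellTiterGlo added, 10 min RT, luminescence read. Rescued growth = division inhibition.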
NPC1 promoter act – activators of NPC1 promoter. Huh7 NPC1 promoter luciferase reporter, 24 h. Potency, µM (titrated, usually from 9.22 µM), for the others: top-dose activation, hits mostly activators. 320,000 compounds, 2.4% hits;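 further: potency means the concentration at half of the fitted maximal effect; % of control where 0% means no effect; nearly all actives have a fitted effect of over 60% in size; reporter is driven by a mutant NPC1 promoter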
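Huh7 cells stably carrying NPC1 promoter–luciferase, plated in Opti-MEM with 10% FBS for 2 h, were exposed to compound in DMSO for 24 h at 37 °C; luciferase reagent was added for 10 min and luminescence read.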
MBNL1-CUG inh – MBNL1-poly(CUG) RNA binding inhibition; Q9NR56; Potency, µM (titrated, usually from 57.5 µM), for inactives: top-dose activity change, negative = inhibition, hits mostly inhibitors; TR-FRET MBNL1-His/biotin-(CUG)12 binding, 665/545 ratio; 280,000 compounds, 0.036% hits; active means well fitted inhibition curve with a large enough effect in the signal ratio, with a control signal flat, not every such curve was filed as active; inconclusive means small, poorly fitted or top-dose-only effect, or effect the other way, or a change in a side signal; inactive means no such curve, though single readings can be large or run the other way; the % refers to the signal ratio; further: potency means the concentration at half of the fitted maximal effect; on the % scale 0 is the no-effect control and ±100 the full control effect
Target sequence (Q9NR56 whole entry, looked up): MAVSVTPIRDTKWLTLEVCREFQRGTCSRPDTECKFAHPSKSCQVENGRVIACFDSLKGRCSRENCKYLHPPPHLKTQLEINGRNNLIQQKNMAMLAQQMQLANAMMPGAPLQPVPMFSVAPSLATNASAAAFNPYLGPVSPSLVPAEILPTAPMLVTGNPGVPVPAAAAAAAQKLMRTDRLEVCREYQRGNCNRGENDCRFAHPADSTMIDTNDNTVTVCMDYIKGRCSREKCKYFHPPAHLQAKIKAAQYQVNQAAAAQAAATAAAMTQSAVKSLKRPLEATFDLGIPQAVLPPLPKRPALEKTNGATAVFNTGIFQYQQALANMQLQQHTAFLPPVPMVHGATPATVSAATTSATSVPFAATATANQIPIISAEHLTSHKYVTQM
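Ratiometric TR-FRET (665 over 545 nm, excitation 340 nm) tracks disruption of MBNL1-His/biotin-(CUG)12 complex after 60 min at room temperature, with compounds at 92 nM to 58 uM final.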
KCNH2 3.1 inh – KCNH2 3.1 (human) potassium channel inhibition | U2OS KCNH2 3.1, thallium flux FluxOr; stronger effect = lower value | activity change, % (tested at about 1.8 µM) | 340,000 compounds, 0.95% hits | AID 720553;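 active means maximum activity change below -70%; inconclusive means maximum activity change from -70% to -50%; inactive means maximum activity change above -50%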;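 further: thallium influx rate constant from kinetic fluorescence after stimulation buffer; on the % scale 0 is the no-effect control and ±100 the full control effect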
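Steps: virus added to U2OS suspension (4 h, RT, dark); medium with 10% FBS added, cells plated, 37 C overnight; FluxOr/Red40 loading buffer 45 min RT; stimulation buffer, 2 min kinetic read; rate constant normalized.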
PKM2 activator – PKM2 (human) enzyme activation; P14618; purified PKM2, Kinase-Glo ATP luminescence, activation; response scale: 0% is enzyme alone, no compound; Potency, µM (titrated, usually from 57.5 µM), for inactives: top-dose activation, actives largely listed as activators; 260,000 compounds, 0.34% hits; AID 1631; further: potency means the concentration at half of the fitted maximal effect; on the % scale 0 is the no-effect control and ±100 the full control effect; nearly all actives have a fitted effect of over 55% in size
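hPK-M2, >95% pure; 0.1 mM ADP / 0.5 mM PEP final; imidazole pH7.2 buffer w/ 7 mM MgCl2, 50 mM KCl; 1 h RT; Kinase-Glo lum. Intermediate enzyme activity for dual inhibitor/activator qHTS.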
Rab9 promoter act – activators of Rab9 promoter; Huh7 Rab9 promoter-luciferase reporter, luminescence, 24 h; Potency, µM (top dose mostly 9.22 µM), for inactives: top-dose activation, negative = inhibition, hits mostly activators; 320,000 compounds, 2.8% hits; further: potency means the concentration at half of the fitted maximal effect; % of control where 0% means no effect; nearly all actives have a fitted effect of over 60% in size
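Measured in stably transfected Huh7 cells bearing a Rab9 promoter–luciferase construct: 24 h compound treatment at 37 °C, followed by luminescence detection.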
ELG1 DNA repair – blocks ELG1-dependent DNA repair in HEK293T cells. HEK293T ELG1-luciferase reporter, luminescence, 16 h; DNA damage induced by 5-fluorouridine. Potency, µM (highest dose often 46.1 µM), inactives show top-dose activity change, negative = inhibition, usual class: inhibitors. 330,000 compounds, 2.3% hits; further: potency means the concentration at half of the fitted maximal effect; on the % scale 0 is the no-effect control and ±100 the full control effect; nearly all actives have a fitted effect of over 55% in size
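Overnight (16 hr) co-exposure of 2,000 cells/well to 5-fluorouridine and compound at 37 °C preceded detection. Luciferase was quantified via ONE-Glo luminescence; loss of signal denotes inhibition.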
FLuc modulator – counter-screen for miR-21 project: firefly luciferase inhibitors or activators. P08659. purified FLuc, Km substrates, luminescence inhibition. Potency, µM (titrated, usually from 57.5 µM), for the others: at the highest dose activity change, negative = inhibition, actives largely listed as inhibitors. 360,000 compounds, 6.9% hits. AID 588342;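 further: potency means the concentration at half of the fitted maximal effect; plate controls were vehicle for no effect and reference inhibitor for full effect; nearly all actives have a fitted effect of over 55% in size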
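Purified P. pyralis luciferase (10nM final) with 10uM D-luciferin and 10uM ATP (Km levels) in 50mM Tris acetate pH 7.5, 10mM Mg acetate, 0.01% Tween-20, 0.05% BSA; qHTS 6-point titration, ~60 µM downward; luminescence read.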
Gal4-VP16 FLuc – inhibits Gal4-VP16 luciferase reporter, ROR gamma counter-screen. 310,000 compounds, 3.5% hits. AID 2546. Drosophila S2 Gal4-VP16 UAS-luciferase, luminescence, 20 h. Potency, µM (titrated, usually from 53.6 µM), for inactives: at the top dose activity, negative = inhibition, usual class: inhibitors;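 further: Gal4-VP16 expression switched on by copper sulfate through the metallothionein promoter; potency means the concentration at half of the fitted maximal effect; on the % scale 0 is the no-effect control and ±100 the full control effect; nearly all actives have a fitted effect of over 50% in size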
RORg inh – blocks mouse ROR gamma transcriptional activity; Potency, µM (titrated, usually from 53.6 µM), inactives show at the highest dose activity change, negative = inhibition, hits mostly inhibitors; 310,000 compounds, 5.4% hits; Drosophila S2 Gal4-RORgamma UAS-luciferase reporter, 20 h; AID 2551; P51450; further: potency means the concentration at half of the fitted maximal effect; on the % scale 0 is the no-effect control and ±100 the full control effect; nearly all actives have a fitted effect of over 60% in size
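Luciferase reporter read in Schneider cells carrying Gal4-RORγ (mouse) and UAS-Photinus luciferase; cells given compound 1 h before 700 uM copper sulfate induction, then incubated 20 h at ambient temperature.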
Menin-MLL TR inh – displaces Texas Red mutant MLL peptide from human menin. O00255. Menin + Texas Red MLL mutant peptide, fluorescence polarization. Potency, µM (series often up to 61.6 µM), without a hit: top-dose FP activity change, negative = inhibition, usual class: inhibitors. 270,000 compounds, 0.23% hits. AID 1768; active means well fitted inhibition curve with a large enough effect in the polarisation, with a control signal flat, not every such curve was filed as active; inconclusive means small, poorly fitted or top-dose-only effect, or effect the other way, or a change in a side signal; inactive means no such curve, though single readings can be large or run the other way; the % refers to the polarisation; further: potency means the concentration at half of the fitted maximal effect; % of control where 0% means no effect; many of its hits are not listed in these tables
Target sequence (O00255 whole entry, looked up): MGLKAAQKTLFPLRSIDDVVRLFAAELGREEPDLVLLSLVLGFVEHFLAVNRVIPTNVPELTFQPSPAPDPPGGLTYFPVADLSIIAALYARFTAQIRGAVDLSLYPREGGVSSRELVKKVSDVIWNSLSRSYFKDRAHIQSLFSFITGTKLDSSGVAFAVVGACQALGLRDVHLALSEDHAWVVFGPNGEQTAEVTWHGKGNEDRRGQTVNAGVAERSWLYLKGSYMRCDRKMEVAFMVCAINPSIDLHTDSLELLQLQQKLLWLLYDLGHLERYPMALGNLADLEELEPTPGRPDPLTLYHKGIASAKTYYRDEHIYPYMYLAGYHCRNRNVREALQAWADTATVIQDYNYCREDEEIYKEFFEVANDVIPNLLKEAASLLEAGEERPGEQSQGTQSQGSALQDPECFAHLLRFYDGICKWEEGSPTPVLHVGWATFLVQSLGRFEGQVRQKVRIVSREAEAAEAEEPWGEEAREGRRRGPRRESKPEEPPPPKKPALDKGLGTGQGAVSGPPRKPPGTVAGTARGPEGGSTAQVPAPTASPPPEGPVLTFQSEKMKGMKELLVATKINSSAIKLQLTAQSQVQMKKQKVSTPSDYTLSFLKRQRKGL
Numbers without * were called inactive; ? = inconclusive; . = not tested or not shown; & = joins results of further samples; [ ] = another dose, or the depositor's remark. Unless noted, the call rests on the fitted dose curve; in most records, active means well fitted curve in the direction sought with a large enough effect; inconclusive means small, poorly fitted or top-dose-only effect, or another doubt; inactive means no such curve, though single readings can be large; an effect the other way counts as inactive or inconclusive. A portion of the library; rates above refer to the full screens.

Molecule	Mito fusion act	NPC1 promoter act	MBNL1-CUG inh	KCNH2 3.1 inh	PKM2 activator	Rab9 promoter act	ELG1 DNA repair	FLuc modulator	Gal4-VP16 FLuc	RORg inh	Menin-MLL TR inh
COC(=O)C1=C(N)Oc2cc(C)n(C)c(=O)c2C1c1ccc(Cl)cc1 (stereo not given)	-1%	1%	-4%	-15	-3%	6%	13%	1%	5%	-25%	6%
CCn1c(CNC(=O)c2ccccc2)nnc1SCC(=O)N1CCN(c2ccccc2)CC1	1%	-5%	?	-7	-31%	-3%	-13%	1%	8%	8%	3%
Cn1c(=O)c(C(=O)CN2CCCc3ccccc32)c(N)n(Cc2ccccc2)c1=O	14%	-1%	14%	-5	23%	2%	?	-6%	?	?	-17%
CC(=O)NC(=S)NNC(=O)CCc1ccccc1	0%	-3%	3%	1	0%	-6%	-17%	2%	-6%	34%	6%
Cc1noc(C)c1S(=O)(=O)Nc1ccc(C(=O)NCCc2ccccc2)cc1	1%	-5%	-5%	3	-1%	-3%	1%	3%	1%	28%	0%
CCC(c1nnnn1Cc1ccco1)N(Cc1cc2cc(OC)ccc2[nH]c1=O)C1CCCCC1 (stereo not given)	7%	-4%	17%	-12	10%	-5%	-14%	0%	15%	-42%	?
O=[N+]([O-])c1cccc(C=Nc2cccc3ccccc23)c1O	-1%	-1%	?	8	0%	20%	0%	-13%	-16%	1.6µM*	-13%
Cc1ccc(CSCc2ccc(C(=O)O)o2)cc1	13%	-1%	2%	-4	.	-4%	?	-29%	-9%	1%	-22%
Cc1ccc(OCC(=O)Nc2ccccc2Sc2ccccc2)c([N+](=O)[O-])n1	?	-7%	20%	-38	2%	-8%	-6%	5%	?	?	8%
COc1ccc(C(=O)Nc2cccc(OC(=O)c3ccco3)c2)cc1	1%	?	-6%	5	-11%	?	?	13µM*	-3%	12%	?
Cc1c2c([n+]3n1CCC3)CC(C)(C)CC2=O	0%	6%	-11%	1	-8%	7%	0%	3%	0%	1%	-15%
CCCCn1c(=O)c2ccccc2c2ccccc2c1=O	14%	-3%	-9%	-3	3%	-8%	0%	0%	2%	25%	-14%
CCOC(=O)COc1ccc(S(=O)(=O)N2CCc3ccccc3C2)cc1	8%	0%	2%	-14	0%	0%	12%	0%	21%	-2%	0%
CC/C(=N\O)c1ccc(OC)c(OC)c1	-6%	8%	-2%	-12	-18%	2%	7%	1%	-6%	-7%	?
COc1ccc(C2OC(=O)CC2C(=O)NCc2ccccc2Cl)cc1OC (stereo not given)	-6%	-2%	5%	16	0%	-1%	-2%	0%	3%	6%	1%
O=C1c2ccccc2C(=O)N1CCSc1nncs1	2%	-2%	?	1	1%	-4%	2%	-12%	-3%	14%	7%
COc1ccc(OCCCC(=O)OC(C)C(=O)Nc2ccccc2[N+](=O)[O-])cc1 (stereo not given)	-8%	0%	.	0	.	-5%	17%	2%	.	.	.
CCN(CC)c1ccc(N=Nc2ncn[nH]2)cc1	-1%	2.8µM*	?	4	-5%	2.8µM*	?	12µM*	-26%	-29%	-4%
CC(NC(=O)/C(C#N)=C/c1ccc(N2CCOCC2)cc1)c1ccccc1 (stereo not given)	29%	2%	?	9	-3%	-7%	-4%	0%	?	2%	6%
COc1ccc(CCC(=O)NCCc2cn3c(C)csc3n2)cc1	1%	2%	-3%	0	-2%	4%	2%	5%	3%	14%	-12%
Cc1nc2c(-c3ccccc3)c(C)nn2c(C)c1CC(=O)O	2%	1%	-6%	-10	0%	0%	-1%	-2%	-4%	29%	10%
COc1ccc(S(=O)(=O)N2CCCCC2)cc1NC(=O)Cc1sc(C)nc1-c1ccc(F)cc1	6%	0%	.	-4	.	-2%	?	0%	.	.	.
CC1CCN(C(=S)NC2CC3CCC2C3)CC1 (stereo not given)	-2%	-3%	.	0	-5%	-5%	9%	-2%	?	-38%[10 µM]	-8%
CCOC(=O)C1CCC(CN(Cc2ccccc2)S(=O)(=O)c2ccc([N+](=O)[O-])cc2)CC1 (stereo not given)	-3%	0%	9%	-11	-11%	7%	-3%	1%	-3%	6%	-7%
O=[N+]([O-])c1cc(Cl)c2cccnc2c1O	?	0%	?	2	?	-6%	?	-18%	4µM*	2.8µM*	?
CCOc1cc(C(=S)N2CCOCC2)ccc1OS(=O)(=O)c1ccc(OC)cc1	-2%	-2%	1%	14	1%[11.5 µM]	1%	?	1%	-1%	33%	26%
CC(=O)c1ccc(OCCCN2CCCCC2)cc1	-1%	0%	-14%	32	-14%	-7%	?	0%	-8%	11%	0%
O=C(CSc1nnc(C2CC2)n1-c1ccccc1)NCCc1ccccc1	2%	-1%	-1%	6	2%	3%	1%	-2%	-1%	-9%	-9%
COc1ccc(NS(=O)(=O)c2cc(NC(=O)c3ccc(=O)[nH]c3)ccc2N2CCOCC2)cc1	2%	-3%	-10%	5	-1%	-7%	13%	0%	-6%	-2%	4%
N#CC(=C1CCCC1)c1nc(-c2ccc(Cl)cc2)cs1	-7%	2.5µM*	-8%	-17	-8%	3.2µM*	?	?	15%	4%	7%
CC(=O)NC12CC3CC(C1)CC(C(=O)N(C)CC(=O)Nc1ccc(F)c(F)c1F)(C3)C2	-1%	-2%	.	16	.	-3%	1%	0%	.	.	.
COc1ccc2c(c1)[nH]c1c(=O)n(CCc3cnc[nH]3)cnc12	0%	12%	2%	0	1%	27%	3%	?	9%	11%	2%
COc1ccc(CCNC(=O)C2CCN(S(C)(=O)=O)CC2)cc1OC	-6%	2%	-1%	-10	9%	0%	15%	7%	8%	31%	0%
CCCNc1nc(Nc2ccc(C)c(Cl)c2)c2cnn(C)c2n1	-7%	-2%	?	4	.	-6%	15µM*	-1%	-30%	13%	?
CCOc1ccc(CN2C(=O)c3ccccc3Sc3ccc(C(=O)NCCCN4CCOCC4)cc32)cc1	-2%	-2%	1%	-2	.	-1%	-27%	1%&1%	8%	1%	.
Cc1ccccc1N1CC(C(=O)N2CCCCCC2)CC1=O (stereo not given)	7%	0%	.	1	.	0%	23%	3%	.	.	.
CC(=O)c1cc(NC(=O)c2ccc(C)cc2)c(=O)oc1C	-7%	-2%	17%	24	9%	-2%	?	17µM*	?	?	2%
O=C(COc1ccc2c(-c3ccccc3)cc(=O)oc2c1)NCC1CCC(C(=O)O)CC1 (stereo not given)	4%	-6%	?	1	1%	-4%	6%	21µM*	-11%	-4%	6%
Nc1nc(-c2ccc(C(=O)O)cc2)cs1	-5%	-8%	7%	-3	-11%	-4%	9%	-9%	7%	3%	2%
O=C(CN1C(=O)c2cccc3cccc1c23)NCC1CCCO1 (stereo not given)	1%	-1%	?	2	0%	2%	0%	0%	-6%	-11%	-1%
O=S(=O)(/N=C(/Nc1cccc2ccccc12)c1ccccc1)c1ccccc1	25%	4%	10%	2	0%	5%	-10%	0%	7%	19%	-10%

Results in PKM2 activator and Gal4-VP16 FLuc, for some of the entries so far:
| compound | PKM2 activator | Gal4-VP16 FLuc |
| --- | --- | --- |
| CCOC(=O)C1CCC(CN(Cc2ccccc2)S(=O)(=O)c2ccc([N+](=O)[O-])cc2)CC1 (stereo not given) | -11% | -3% |
| O=[N+]([O-])c1cc(Cl)c2cccnc2c1O | ? | 4µM* |
| CCOc1cc(C(=S)N2CCOCC2)ccc1OS(=O)(=O)c1ccc(OC)cc1 | 1%[11.5 µM] | -1% |
